Screening data: PubChem, several laboratories
SRC1 inh – inhibitors of human steroid receptor coactivator 1 (SRC1); Q15788; HEK293 GAL4-SRC1 luciferase reporter, luminescence; inhibition, % at 3.6 µM; 360,000 compounds, 0.12% hits;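 active = inhibition above the campaign mean plus 3 SD, with each screening campaign given its own cutoff, cut at about 60% in these data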;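 also: 0% = DMSO treated cells and 100% = gossypol at 36 µM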
Target sequence (Q15788 whole entry, looked up, the tested form may be a part): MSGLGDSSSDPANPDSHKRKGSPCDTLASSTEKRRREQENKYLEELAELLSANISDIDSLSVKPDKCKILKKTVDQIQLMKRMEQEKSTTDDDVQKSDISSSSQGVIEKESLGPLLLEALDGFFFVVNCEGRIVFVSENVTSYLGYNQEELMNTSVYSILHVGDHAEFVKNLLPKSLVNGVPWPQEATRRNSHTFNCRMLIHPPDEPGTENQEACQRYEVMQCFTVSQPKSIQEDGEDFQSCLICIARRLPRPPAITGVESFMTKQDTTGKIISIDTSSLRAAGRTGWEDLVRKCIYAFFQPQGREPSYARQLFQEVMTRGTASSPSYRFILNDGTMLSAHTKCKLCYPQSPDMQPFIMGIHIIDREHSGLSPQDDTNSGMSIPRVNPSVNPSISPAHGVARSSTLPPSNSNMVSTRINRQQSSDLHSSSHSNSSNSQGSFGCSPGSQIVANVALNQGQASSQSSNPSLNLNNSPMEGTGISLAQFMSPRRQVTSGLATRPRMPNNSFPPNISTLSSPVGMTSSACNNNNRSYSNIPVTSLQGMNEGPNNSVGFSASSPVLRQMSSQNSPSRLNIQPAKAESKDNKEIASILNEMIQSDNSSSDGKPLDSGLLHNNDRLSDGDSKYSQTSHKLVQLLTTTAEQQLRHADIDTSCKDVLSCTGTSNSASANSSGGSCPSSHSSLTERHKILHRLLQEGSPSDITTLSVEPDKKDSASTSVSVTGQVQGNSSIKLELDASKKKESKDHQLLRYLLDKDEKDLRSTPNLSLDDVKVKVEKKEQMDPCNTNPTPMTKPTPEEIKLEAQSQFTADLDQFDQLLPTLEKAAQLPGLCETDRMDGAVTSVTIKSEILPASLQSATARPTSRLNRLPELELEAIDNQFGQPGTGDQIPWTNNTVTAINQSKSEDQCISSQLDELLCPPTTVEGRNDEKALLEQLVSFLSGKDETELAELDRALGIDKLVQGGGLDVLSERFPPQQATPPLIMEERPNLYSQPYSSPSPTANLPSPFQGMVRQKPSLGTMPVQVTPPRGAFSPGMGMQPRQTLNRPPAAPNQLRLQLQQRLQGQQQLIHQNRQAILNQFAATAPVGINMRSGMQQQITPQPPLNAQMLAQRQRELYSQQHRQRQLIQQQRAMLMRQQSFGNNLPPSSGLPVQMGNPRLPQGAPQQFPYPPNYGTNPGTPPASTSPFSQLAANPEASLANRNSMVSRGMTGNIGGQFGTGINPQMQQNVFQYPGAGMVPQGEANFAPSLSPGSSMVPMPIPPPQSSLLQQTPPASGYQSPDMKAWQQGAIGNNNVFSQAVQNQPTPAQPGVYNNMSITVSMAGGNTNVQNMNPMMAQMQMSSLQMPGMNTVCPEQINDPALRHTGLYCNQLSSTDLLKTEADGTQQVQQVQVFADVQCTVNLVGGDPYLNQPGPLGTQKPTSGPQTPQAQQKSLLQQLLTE
EBV LMP1 NFkB – inhibitors of Epstein-Barr LMP1-induced NF-kappaB reporter | LMP1-induced NF-kappaB luciferase reporter cells, luminescence | AID 504558 | inhibition, % at 12.5 µM | 350,000 compounds, 0.69% hits; in the data active = inhibition above about 41%;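 also: 0% = neutral control wells and 100% = reference inhibitor control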
Shn3 inh set2 – inhibitors of Schnurri-3 3'UTR reporter in osteoblasts | Clone20 osteoblast Shn3 3'UTR firefly luciferase, 24 h | inhibition, % at 12.5 µM | 360,000 compounds, 0.52% hits;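 active = mean inhibition of at least 75% with every replicate also reaching 75%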;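 also: 0% = median of neutral control wells and 100% = pilot-screen positive control compound; some compounds past the cut are filed as inactive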
KKLEB tox – CF airway cell cytotoxicity counter-screen; activity change (cytotoxicity), % at 5 µM; AID 602141; KKLEB CF airway cells viability, ATPlite luminescence, overnight; stronger effect = lower value; cells stimulated with P. aeruginosa culture filtrate; 360,000 compounds, 0.36% hits;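 active = corrected activity change at or below -50% at 5 µM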
CF NFkB block – inhibitors of cystic fibrosis induced NF-kB; inhibition, % at 5 µM; AID 588850; 360,000 compounds, 0.86% hits; KKLEB NF-kB-GFP reporter, PAF-induced, GFP fluorescence overnight;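 active = at least 50% inhibition at 5 µM, scaled per plate between neutral and stimulator controls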;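 also: PAF is a Pseudomonas aeruginosa culture filtrate used as stimulus; plate controls were PAF-stimulated DMSO wells for no effect and unstimulated DMSO wells for full effect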
NCOA3 inh – human NCOA3 inhibition | Q9Y6Q9 | HEK293 GAL4-SRC3 luciferase reporter, luminescence | inhibition, % at 3.6 µM | 360,000 compounds, 0.17% hits | AID 588352;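 active = inhibition above a per-campaign cutoff, the mean of all compounds plus 3 SD, cut at about 60% in these data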;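 also: 0% = DMSO-treated cells and 100% = gossypol-treated cells at 36 µM; higher means less SRC3-driven luciferase light from the GAL4 reporter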
TROY signal inh – inhibitors of TROY-dependent NF-kB signaling | Q293 LMP1-TROYcd NF-kB luciferase reporter, 4 h | inhibition, % at 10 µM | 360,000 compounds, 0.98% hits;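 active = compounds whose plate-normalised and pattern-corrected inhibition of the luciferase reporter signal at the single screening dose is 50% or more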
NR2F2 inh – blocks human COUP-TFII nuclear receptor | HEK293T NGFI-A luciferase reporter, luminescence | inhibition, % at 8.6 µM | 370,000 compounds, 0.7% hits;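 active = inhibition above a per-plate cutoff, mean inhibition of test wells between control levels plus 3 SD, cut at about 38% in these data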;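 also: cells cotransfected with COUP-TFII expression vector driving the NGFI-A reporter; 0% = median of COUP-TF2 test wells and 100% = reporter-only cells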
C8 TRAIL sens – caspase-8 TRAIL sensitization. inhibition (viability loss, TRAIL sensitization), % at 10 µM. 360,000 compounds, 1% hits. NB7+C8 cells + TRAIL, ATPlite viability luminescence. AID 624354;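 active = compounds causing at least 50% loss of cell viability in the single-dose screen, relative to plate controls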
LRH-1 inv ag – NR5A2 inverse agonism in reporter assay; O00482; HEK293T StAR-luciferase reporter, LRH-1 transfected, 24 h; inhibition, % at 3.6 µM; 360,000 compounds, 0.13% hits; AID 602396;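 active = inhibition above the mean inhibition of all tested compounds plus 3 SD, cut at about 73% in these data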;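 also: 0% = DMSO wells and 100% = reporter-only cells lacking LRH-1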
TWEAK Fn14 block – blocks TWEAK-Fn14 interaction in a reporter cell assay. inhibition, % at 10 µM. 360,000 compounds, 2% hits. TWEAK-stimulated Fn14 reporter cells, luciferase luminescence, 8 h; in the data active = inhibition above about 50%
Active calls of the source: *. A portion of the library; the hit share may differ from the screen's.

Screening CCOc1ccccc1N(C(=O)Nc1ccc(Cl)cc1)C1=NC(C)CS1 (stereo not given) returned SRC1 inh -25, EBV LMP1 NFkB -6, Shn3 inh set2 2, KKLEB tox 5, CF NFkB block 1, NCOA3 inh 4, TROY signal inh -23, NR2F2 inh 6, C8 TRAIL sens 18, LRH-1 inv ag 30 and TWEAK Fn14 block -17.
For Cc1cccc(C)c1NC(=O)Nc1nnc([C@@H]2C[C@H](O)[C@@H](CO)O2)s1 the results were SRC1 inh -1, Shn3 inh set2 14, KKLEB tox -9, CF NFkB block 8, NCOA3 inh 3, TROY signal inh -1, NR2F2 inh -3, C8 TRAIL sens -19, LRH-1 inv ag 1 and TWEAK Fn14 block 0.
For Brc1ccccc1-c1nnc(COc2ncnc3ccccc23)o1 the results were SRC1 inh -7, EBV LMP1 NFkB -1, Shn3 inh set2 12, KKLEB tox 6, CF NFkB block -1, NCOA3 inh 6, TROY signal inh -22, NR2F2 inh 7, C8 TRAIL sens -13, LRH-1 inv ag 11 and TWEAK Fn14 block 1.
COCCCn1c(SCc2nnc(-c3ccc(OC)c(OC)c3)o2)nnc1-c1ccncc1 was read as SRC1 inh 6, EBV LMP1 NFkB -10, Shn3 inh set2 11, KKLEB tox -1, CF NFkB block 0, NCOA3 inh 13, TROY signal inh -2, NR2F2 inh -1, C8 TRAIL sens 1, LRH-1 inv ag -1 and TWEAK Fn14 block 18.
`Cc1ccccc1C(NC(=O)C1CCN(Cc2ccc(Oc3ccccc3)cc2)CC1)c1ccsc1` (stereo not given) gave SRC1 inh -38, Shn3 inh set2 -10, KKLEB tox -19, CF NFkB block 23, NCOA3 inh -43, TROY signal inh 29, C8 TRAIL sens -3, LRH-1 inv ag 1 and TWEAK Fn14 block 5.
`CC1(C)Cc2cccc(C(=O)NC3CCN(Cc4ccccc4)CC3)c2O1` gave SRC1 inh 11, EBV LMP1 NFkB -2, Shn3 inh set2 35, KKLEB tox 3, CF NFkB block -12, NCOA3 inh 7, TROY signal inh -4, NR2F2 inh -12, C8 TRAIL sens 11, LRH-1 inv ag 3 and TWEAK Fn14 block -12.
For COc1ccc(C)cc1NC(=O)COC(=O)C1CC1 the results were SRC1 inh -1, EBV LMP1 NFkB 0, Shn3 inh set2 9, KKLEB tox 7, CF NFkB block -6, NCOA3 inh 6, TROY signal inh -2, NR2F2 inh 11, C8 TRAIL sens -17, LRH-1 inv ag 9 and TWEAK Fn14 block 5.
Screening CC1CCCCC12NC(=O)N(Cc1cc(=O)n3ccsc3n1)C2=O (stereo not given) returned SRC1 inh 4, EBV LMP1 NFkB -1, Shn3 inh set2 -13, KKLEB tox 0, CF NFkB block 9, NCOA3 inh 18, TROY signal inh 2, NR2F2 inh -5, C8 TRAIL sens -4, LRH-1 inv ag 8 and TWEAK Fn14 block -7.
`CCC(C)NC(=O)C(Sc1ccccc1)c1ccccc1` (stereo not given) gave SRC1 inh 0, EBV LMP1 NFkB -4, Shn3 inh set2 -15, KKLEB tox -5, CF NFkB block 5, NCOA3 inh 13, TROY signal inh -7, NR2F2 inh -14, C8 TRAIL sens -11, LRH-1 inv ag 10 and TWEAK Fn14 block -8.
Screening O=C(O)c1ccc(NC2(C(=O)O)CCCC2)cc1 returned SRC1 inh -11, EBV LMP1 NFkB -3, Shn3 inh set2 13, KKLEB tox 2, CF NFkB block -25, NCOA3 inh -15, TROY signal inh -1, NR2F2 inh -9, C8 TRAIL sens -2, LRH-1 inv ag -13 and TWEAK Fn14 block 3.
`CCN(CC)CCNCc1cc(Br)ccc1OCC(=O)NCc1ccccc1` gave SRC1 inh -25, EBV LMP1 NFkB -5, Shn3 inh set2 14, KKLEB tox -1, CF NFkB block 31, NCOA3 inh 11, TROY signal inh 18, NR2F2 inh 4, C8 TRAIL sens -7, LRH-1 inv ag 25 and TWEAK Fn14 block 3.
`CCc1ccc(NC(=O)Cn2nnc(-c3ccc(C)cc3-n3cnnn3)n2)cc1` gave SRC1 inh -1, EBV LMP1 NFkB -13, Shn3 inh set2 10, KKLEB tox -7, CF NFkB block -1, NCOA3 inh 4, TROY signal inh 11, NR2F2 inh -2, C8 TRAIL sens 0, LRH-1 inv ag 8 and TWEAK Fn14 block -6.
CC(=O)N1CCC(C(=O)Nc2cc(C)cc(C)c2)CC1 was read as SRC1 inh 3, EBV LMP1 NFkB 7, Shn3 inh set2 -10, KKLEB tox 7, CF NFkB block -2, NCOA3 inh 6, TROY signal inh -12, NR2F2 inh 3, C8 TRAIL sens 24, LRH-1 inv ag 17 and TWEAK Fn14 block 3.
Screening Cc1ccc(-c2ccc(=O)n(CC(=O)NCCCN3CCCCC3)n2)cc1 returned SRC1 inh 5, EBV LMP1 NFkB 6, Shn3 inh set2 -6, KKLEB tox -10, CF NFkB block -4, NCOA3 inh 3, TROY signal inh -10, NR2F2 inh -1, C8 TRAIL sens 16, LRH-1 inv ag 24 and TWEAK Fn14 block 1.
Screening CC(=O)Nc1ccc(-c2nnn(CC(=O)Nc3ccc4c(c3)OCO4)n2)cc1Cl returned SRC1 inh -5, EBV LMP1 NFkB 0, Shn3 inh set2 -19, KKLEB tox -3, CF NFkB block 18, NCOA3 inh 8, TROY signal inh -11, NR2F2 inh 0, C8 TRAIL sens -5, LRH-1 inv ag -12 and TWEAK Fn14 block 3.
Screening Cc1ccc2nc(NC(=O)c3ccc(N4C(=O)CCC4=O)cc3)sc2c1 returned SRC1 inh -37, EBV LMP1 NFkB -4, Shn3 inh set2 -5, KKLEB tox 6, CF NFkB block -8, NCOA3 inh -19, TROY signal inh -10, NR2F2 inh 3, C8 TRAIL sens 13, LRH-1 inv ag -18 and TWEAK Fn14 block -9.
CC(C)(C)OC(=O)NCc1ccc(CNC(=O)c2[nH]cnc2C(=O)N[C@@H](Cc2ccccc2)C(=O)OC(C)(C)C)cc1 was read as SRC1 inh -11, EBV LMP1 NFkB -3, Shn3 inh set2 18, KKLEB tox -14, CF NFkB block -28, NCOA3 inh 5, TROY signal inh 13, NR2F2 inh 1, C8 TRAIL sens 38, LRH-1 inv ag 3 and TWEAK Fn14 block 19.
O=C(NCc1cccnc1)Nc1ccccc1 was read as SRC1 inh 9, EBV LMP1 NFkB -20, Shn3 inh set2 -16, KKLEB tox -7, CF NFkB block -4, NCOA3 inh 7, TROY signal inh -1, NR2F2 inh -17, C8 TRAIL sens -7, LRH-1 inv ag 16 and TWEAK Fn14 block -4.
`CCC/C=C/c1ccc(CN2C(C)C(=O)N(Cc3cn(CCC4OCCO4)nn3)CCS2(=O)=O)cc1` (stereo not given) gave SRC1 inh 7, EBV LMP1 NFkB -2, Shn3 inh set2 -1, KKLEB tox 7, CF NFkB block -4, NCOA3 inh -21, TROY signal inh 12, NR2F2 inh 10, C8 TRAIL sens 6, LRH-1 inv ag -10 and TWEAK Fn14 block 2.
Screening O=c1oc2ccccc2c(N2CCCCC2)c1CN1CCCC1 returned SRC1 inh 9, EBV LMP1 NFkB -2, Shn3 inh set2 2, KKLEB tox -5, CF NFkB block 8, NCOA3 inh 8, TROY signal inh 12, NR2F2 inh 20, C8 TRAIL sens -16, LRH-1 inv ag 13 and TWEAK Fn14 block 14.
For CCCCCCCc1nn2c(=O)cc(O)nc2s1 the results were SRC1 inh 5, EBV LMP1 NFkB -8, Shn3 inh set2 18, KKLEB tox 2, CF NFkB block 10, NCOA3 inh 6, TROY signal inh 16, NR2F2 inh 6, C8 TRAIL sens 2, LRH-1 inv ag -11 and TWEAK Fn14 block 5.
`CCc1nc2ccc(C(=O)N3CCN(C(=O)c4ccco4)CC3)cn2c1N(CC)CCOC` gave SRC1 inh 4, Shn3 inh set2 -7, KKLEB tox 14, CF NFkB block -23, NCOA3 inh -14, TROY signal inh -6, NR2F2 inh -5, C8 TRAIL sens -3, LRH-1 inv ag -15 and TWEAK Fn14 block -7.
`O=C(NCC1CCCO1)/C(=C/c1ccc(Cl)cc1)NC(=O)c1ccccc1` (stereo not given) gave SRC1 inh -1, EBV LMP1 NFkB -4, Shn3 inh set2 -29, KKLEB tox 3, CF NFkB block -9, NCOA3 inh 6, TROY signal inh -14, NR2F2 inh 4, C8 TRAIL sens -3, LRH-1 inv ag 0 and TWEAK Fn14 block 8.
Screening O=C(CSc1nc2ccccc2o1)Nc1nc2ccccc2s1 returned SRC1 inh -15, EBV LMP1 NFkB -19, Shn3 inh set2 0, KKLEB tox -7, CF NFkB block 17, NCOA3 inh -10, TROY signal inh 4, NR2F2 inh 0, C8 TRAIL sens -1, LRH-1 inv ag -5 and TWEAK Fn14 block -3.
`CCCCN(CC)C(=O)Cc1ccccc1OC` gave SRC1 inh 10, EBV LMP1 NFkB -9, Shn3 inh set2 -12, KKLEB tox 2, CF NFkB block -7, NCOA3 inh 21, TROY signal inh 0, NR2F2 inh 1, C8 TRAIL sens -7, LRH-1 inv ag 0 and TWEAK Fn14 block 3.
`COc1ccc(Cc2nnc(SCC(=O)NC3(C#N)CCCCC3)n2N)cc1` gave SRC1 inh -13, EBV LMP1 NFkB -1, Shn3 inh set2 -10, KKLEB tox -8, CF NFkB block 19, NCOA3 inh 11, TROY signal inh -7, NR2F2 inh 13, C8 TRAIL sens -13, LRH-1 inv ag 8 and TWEAK Fn14 block -2.
Screening Cc1c(OC(C)C(=O)NCc2ccccn2)ccc2c3c(c(=O)oc12)CCC3 (stereo not given) returned SRC1 inh -13, EBV LMP1 NFkB 3, Shn3 inh set2 7, KKLEB tox -15, CF NFkB block -3, NCOA3 inh -12, TROY signal inh -5, NR2F2 inh -3, C8 TRAIL sens -9, LRH-1 inv ag -4 and TWEAK Fn14 block 4.

Quoted at random: 4 compounds from above.
`O=C(NCC1CCCO1)/C(=C/c1ccc(Cl)cc1)NC(=O)c1ccccc1` (stereo not given) gave SRC1 inh -1, EBV LMP1 NFkB -4, Shn3 inh set2 -29, KKLEB tox 3, CF NFkB block -9, NCOA3 inh 6, TROY signal inh -14, NR2F2 inh 4, C8 TRAIL sens -3, LRH-1 inv ag 0 and TWEAK Fn14 block 8.
For CCCCCCCc1nn2c(=O)cc(O)nc2s1 the results were SRC1 inh 5, EBV LMP1 NFkB -8, Shn3 inh set2 18, KKLEB tox 2, CF NFkB block 10, NCOA3 inh 6, TROY signal inh 16, NR2F2 inh 6, C8 TRAIL sens 2, LRH-1 inv ag -11 and TWEAK Fn14 block 5.
`CCc1nc2ccc(C(=O)N3CCN(C(=O)c4ccco4)CC3)cn2c1N(CC)CCOC` gave SRC1 inh 4, Shn3 inh set2 -7, KKLEB tox 14, CF NFkB block -23, NCOA3 inh -14, TROY signal inh -6, NR2F2 inh -5, C8 TRAIL sens -3, LRH-1 inv ag -15 and TWEAK Fn14 block -7.
Screening Cc1c(OC(C)C(=O)NCc2ccccn2)ccc2c3c(c(=O)oc12)CCC3 (stereo not given) returned SRC1 inh -13, EBV LMP1 NFkB 3, Shn3 inh set2 7, KKLEB tox -15, CF NFkB block -3, NCOA3 inh -12, TROY signal inh -5, NR2F2 inh -3, C8 TRAIL sens -9, LRH-1 inv ag -4 and TWEAK Fn14 block 4.
